LmPK inh: blocks Leishmania mexicana pyruvate kinase activity; Q27686; purified LmPK, Kinase-Glo ATP luminescence, 1 h; Potency, µM (doses to about 57.5 µM), for the others: top-dose activity change, negative = inhibition, usual class: inhibitors; hit rate 0.37% among 290,000; AID 1721; note: potency is the fitted concentration of half-maximal effect
Target sequence (Q27686 whole entry, looked up): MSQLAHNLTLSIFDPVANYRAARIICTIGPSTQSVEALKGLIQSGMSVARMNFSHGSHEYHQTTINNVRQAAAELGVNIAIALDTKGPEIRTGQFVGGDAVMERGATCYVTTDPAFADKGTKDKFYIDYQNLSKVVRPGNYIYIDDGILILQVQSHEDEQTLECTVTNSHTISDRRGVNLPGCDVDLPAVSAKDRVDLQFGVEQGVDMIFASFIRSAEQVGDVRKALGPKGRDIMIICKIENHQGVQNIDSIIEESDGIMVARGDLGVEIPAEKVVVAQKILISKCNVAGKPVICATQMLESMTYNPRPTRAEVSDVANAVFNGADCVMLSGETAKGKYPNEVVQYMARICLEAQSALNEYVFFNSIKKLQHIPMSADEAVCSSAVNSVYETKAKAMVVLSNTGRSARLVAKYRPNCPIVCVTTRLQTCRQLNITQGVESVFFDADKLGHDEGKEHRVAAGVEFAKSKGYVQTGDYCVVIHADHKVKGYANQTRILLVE
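Pyruvate kinase activity monitored as ATP production (luciferase luminescence). Conditions: 0.1 nM enzyme, 0.5 mM PEP, 0.1 mM ADP, 1 h, RT; normalized against uninhibited and no-enzyme wells.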
Sm TGR inh: inhibitors of Schistosoma mansoni thioredoxin glutathione reductase; Q962Y6; purified TGR, DTNB reduction, TNB absorbance 405 nm; Potency, µM (highest dose often 114 µM), for the others: at the highest dose activity change, negative = inhibition, actives largely listed as inhibitors; hit rate 3% among 360,000; note: potency is the fitted concentration of half-maximal effect; nearly all actives have a fitted effect of over 60% in size
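First, TGR (20 nM dispensed) and NADPH were mixed with compound. Second, a 15 min room-temperature incubation followed. Third, further NADPH and then DTNB were added to start the reaction. Finally, TNB absorbance was monitored kinetically.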
AmpC inh detg: inhibitors of E. coli AmpC beta-lactamase with detergent; hit rate 0.041% among 370,000; Potency, µM (series often up to 114 µM), for the others: at the highest dose activity change, negative = inhibition, actives largely listed as inhibitors; AID 485294; AmpC hydrolysis of nitrocefin, absorbance 480 nm, 0.01% Triton;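 note: potency is the fitted concentration of half-maximal effect; 0% = no-compound wells and -100% = no-enzyme wells; nearly all actives have a fitted effect of over 25% in size; some results filed as inactive show a strong effect at the top dose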
Target sequence (P00811 whole entry, looked up): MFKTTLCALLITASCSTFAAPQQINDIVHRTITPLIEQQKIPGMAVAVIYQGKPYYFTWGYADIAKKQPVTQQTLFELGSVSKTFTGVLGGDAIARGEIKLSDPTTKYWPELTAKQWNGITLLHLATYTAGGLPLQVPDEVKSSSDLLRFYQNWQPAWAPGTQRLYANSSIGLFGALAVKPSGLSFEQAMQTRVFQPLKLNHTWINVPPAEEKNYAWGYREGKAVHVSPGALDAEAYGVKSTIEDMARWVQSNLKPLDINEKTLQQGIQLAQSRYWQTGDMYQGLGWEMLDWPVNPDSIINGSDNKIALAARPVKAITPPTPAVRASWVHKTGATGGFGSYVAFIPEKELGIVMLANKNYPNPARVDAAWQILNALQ
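AmpC (5.3 nM in the dispensed reagent) in 20 mM phosphate pH 7.0 with 0.01% (detergent screen) or 0.0001% Triton X-100 was preincubated with compounds for 15 min at room temperature. Nitrocefin was then added from an 800 uM solution, and hydrolysis was followed at 480 nm.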
Tb PYK inh: blocks Trypanosoma brucei pyruvate kinase; Q57TT1; TbPYK enzyme, Kinase-Glo Plus ATP luminescence, 45 min; Potency, µM (highest dose often 76.8 µM), for the others: at the highest dose activity, negative = inhibition, hits mostly inhibitors; hit rate 0.12% among 410,000; AID 624173; note: potency is the fitted concentration of half-maximal effect; nearly all actives have a fitted effect of over 50% in size
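Luminescence from Kinase-Glo Plus, added after a 45-minute room-temperature reaction, served as the end-point read-out. The enzyme and substrate were preincubated with compound before ADP (130 uM final) initiated turnover. Concentration-effect curves came from normalized qHTS data.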
AmpC inh no detg: inhibitors of E. coli AmpC beta-lactamase without detergent; P00811; AmpC nitrocefin hydrolysis, absorbance 480 nm, 0.0001% Triton; Potency, µM (doses to about 57.1 µM), inactives show top-dose activity change, negative = inhibition, usual class: inhibitors; hit rate 0.52% among 330,000; AID 485341;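 note: potency is the fitted concentration of half-maximal effect; plate controls were no compound for no effect and no enzyme for full effect; nearly all actives have a fitted effect of over 20% in size; some results filed as inactive show a strong effect at the top dose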
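AmpC (5.3 nM in the dispensed reagent) in 20 mM phosphate pH 7.0 with 0.01% (detergent screen) or 0.0001% Triton X-100 was preincubated with compounds for 15 min at room temperature. Nitrocefin was then added from an 800 uM solution, and hydrolysis was followed at 480 nm.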
HCMV inh: inhibitors of human cytomegalovirus; HFF cells, HCMV-luciferase reporter, 72 h; hits give low values; AID 1259415; activity change, negative = inhibition, % at 57.5 µM; hit rate 4.5% among 410,000; in the data active = activity change below about -60%; inconclusive = no clear call, values can overlap the other calls; inactive = above about -39%
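Compounds were evaluated in HFFs infected with an HCMV luciferase reporter virus (MOI 1 PFU/cell). Luciferase in lysates collected 72 h post infection served as the replication measure.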
AMA1-RON2 inh: inhibitors of Plasmodium falciparum AMA1-RON2 interaction; hit rate 0.2% among 360,000; Potency, µM (doses to about 58.2 µM), for the others: at the top dose activity change, negative = inhibition, most hits filed as inhibitors; AID 720542; AlphaScreen AMA1-biotinylated RON2 peptide binding;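 note: potency is the fitted concentration of half-maximal effect; 0% = vehicle wells and -100% = peptide control; nearly all actives have a fitted effect of over 45% in size; some results filed as inactive show a strong effect at the top dose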
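AMA1 (3D7) with his tag at 25 nM final met compounds first, then biotinylated RON2 peptide at 25 nM; detection used donor plus acceptor beads, 10 µg/mL apiece, read by AlphaScreen after 30 min at room temperature.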
Numbers without * were called inactive; ? = inconclusive; . = not tested or not shown; & = joins results of further samples; [ ] = another dose, or the depositor's remark. Unless noted, calls come from the whole dose curve; as a rule, active = well fitted curve in the direction sought with a large enough effect; inconclusive = small, poorly fitted or top-dose-only effect, or another doubt; inactive = no such curve, though single readings can be large; an effect the other way counts as inactive or inconclusive. Unless noted, % is set by controls: 0 for no effect and ±100 for the full control effect.

SMILES	LmPK inh	Sm TGR inh	AmpC inh detg	Tb PYK inh	AmpC inh no detg	HCMV inh	AMA1-RON2 inh
CCn1nc(NC(=O)c2ccccn2)c2cc3cc(C)ccc3nc21	0%	4%	-19%	-22%	52%	108	191%[activator]
Cc1ccc(-c2nnc(-n3ncc(C#N)c3N)c3ccccc23)cc1C	4%	-1%	-5%	-9%	-20%	-6	5%
CCCc1nnc2c(N(C)S(=O)(=O)c3ccccc3)nc3ccccc3n12	-2%	2%	?	-6%	-7%	-35	-10%
CCn1c(CNc2ccc(C)cc2C)nnc1SCC(=O)N1CCCc2ccccc21	3%	-16%	-6%	1%	65%[activator]	23	-10%
Cc1nc2ccccc2c2oc(C(=O)NCCCN3CCCC(C)C3)cc12 (stereo not given)	-4%	-2%	-13%	18%	-20%	-18	18%
Cc1ccc(S(=O)(=O)N2CC(C(=O)O)=CC[C@H]2c2ccc3c(c2)OCO3)cc1	.	?	-4%	-6%	16%	11	-5%
CCN1CCN(c2ccc(S(=O)(=O)N3CCCCC3)cc2NC(=O)Cc2ccccc2)CC1	.	1%	?	-5%	41%	-14	7%
COc1ccc(/C=N\NC(=O)CC(=O)Nc2cccc(Cl)c2)cc1OC	7%	1%	-6%	5%	12%	-2	0%
Cc1ccc(OCC(=O)NNC(=O)C(=O)N2CCCC2)c(C)c1	-1%	0%	-3%	1%	-18%	-7	55%[activator]
COC(=O)c1scc(C)c1N/N=C(\C)c1cc(F)c(Cl)cc1F	2%	5%	-7%	8%	-17%	-26	6%
COc1ccc(-c2ccc(SC)nn2)cc1	14µM*	7%	-13%	?	-3%	-19	0%
Cc1ccc(S(=O)(=O)CCC(=O)NC2CCCCC2)cc1	.	-2%	?	-1%	-8%	0	0%
O=C(NCCCN1CCOCC1)c1cccnc1	-3%	2%	-5%	-19%	-19%	-21	-11%
O=C(NCc1ccccc1)c1cc(C2CCCN(C(=O)C3CCCCC3)C2)on1 (stereo not given)	.	.	.	1%	.	23	-1%
O=C(NNC(=O)c1cccc2ccccc12)c1ccc(Cl)cc1Cl	.	.	.	-7%	.	-10	60%[activator]
CCn1cc(C(=O)N[C@H](C(=O)NCCN2CCOCC2)C(C)C)c(=O)c2cc3c(cc21)OCO3	0%	-6%	-14%	5%	28%	-16	10%
Cc1cccc(C)c1-n1nnnc1C1c2ccccc2C(=O)N1CCC(C)C (stereo not given)	.	.	.	-5%	.	-37	1%
CCOC(=O)CN1CCS(=O)(=O)CC1	-4%	5%	0%	-2%	-10%[2.29 µM]	-9	16%
CC(CCc1ccccc1)NC(=O)C1CCN(S(=O)(=O)c2ccc(F)cc2)CC1 (stereo not given)	-10%	-20%	-13%	1%	44%	6	10%
O=C(Nc1ccccc1)N(Cc1ccccc1)CC(O)C(F)(F)F (stereo not given)	0%	-22%	0%	-9%	-22%	7	11%
C/C(=N\NC(=S)Nc1ccccc1C)c1ccc(O)cc1	1%	8%	7%	-14%	-52%	.	54%[activator]
O=C(CCCSc1nc2ccccc2[nH]1)NC1=NCCS1	-1%	0%	-6%	4%	-28%	14	-21%
C/C(N)=C(/C#N)C(=O)CSc1nc2ccccc2c(=O)n1CCCO	-5%	6%	-12%	-2%	-18%	2	0%
CCc1ccc(NC(=O)c2ccc3c(O)c(S(=O)(=O)c4ccccc4)c(=O)[nH]c3c2)cc1	.	3%	20%	-3%	.	-2	.
COc1ccc(C(C)=O)cc1CSc1nnc(Nc2ccc(C)cc2C)s1	2%	-25%	?	-3%	-13%	-30	-6%

In the list so far, these have fluorine.
SMILES	LmPK inh	Sm TGR inh	AmpC inh detg	Tb PYK inh	AmpC inh no detg	HCMV inh	AMA1-RON2 inh
COC(=O)c1scc(C)c1N/N=C(\C)c1cc(F)c(Cl)cc1F	2%	5%	-7%	8%	-17%	-26	6%
CC(CCc1ccccc1)NC(=O)C1CCN(S(=O)(=O)c2ccc(F)cc2)CC1 (stereo not given)	-10%	-20%	-13%	1%	44%	6	10%
O=C(Nc1ccccc1)N(Cc1ccccc1)CC(O)C(F)(F)F (stereo not given)	0%	-22%	0%	-9%	-22%	7	11%

The main list resumes, repeating the two entries before the break.
SMILES	LmPK inh	Sm TGR inh	AmpC inh detg	Tb PYK inh	AmpC inh no detg	HCMV inh	AMA1-RON2 inh
CCc1ccc(NC(=O)c2ccc3c(O)c(S(=O)(=O)c4ccccc4)c(=O)[nH]c3c2)cc1	.	3%	20%	-3%	.	-2	.
COc1ccc(C(C)=O)cc1CSc1nnc(Nc2ccc(C)cc2C)s1	2%	-25%	?	-3%	-13%	-30	-6%
COC(=O)c1cc(C#N)c(N2CCOCC2)nc1C	0%	5%	0%	-5%	-15%	-32	0%
Cc1cc(C)nc(NS(=O)(=O)c2ccc(NC(=O)Cc3ccc(F)cc3)cc2)n1	3%	-3%	8%	2%	-18%	29	8%
CCOP(=O)(Cc1cc(C(=O)CC)c(C)o1)OCC	3%	?	-3%	?	22%	-4	-7%
Cc1cc(C)c2nc(SCC(=O)NCCC3=CCCCC3)cc(C)c2c1	-12%	4%	-14%	-5%	-2%	22	11%
Cc1ccc(C(=O)N2CCCC(Nc3ccc(F)c(F)c3)C2)cn1 (stereo not given)	-9%	-5%	?	0%	1%	0	3%
CC(=O)N(O)CCCCCNC(=O)CCC(=O)N(O)CCCCCNC(=O)CCC(=O)N(O)CCCCCN	2%	-15%	3%	4%	-21%	?	172%&114%[activator]
CC(Sc1nc2ccccc2c(=O)n1Cc1ccco1)C(=O)c1ccccc1 (stereo not given)	-1%	-20%	-17%	0%	-27%	-29	-1%
O=S(=O)(c1ccc(Cl)cc1)c1cnc(-c2cccnc2)nc1-c1ccccc1	-3%	4%	-5%	-7%	-21%	4	8%
Cc1cccc2cc(COC(=O)c3ccccc3)c(=O)[nH]c12	0%	0%	-11%	3%	-13%	-18	14%
CCCCCc1c(C)nc(N2CCOCC2)[nH]c1=O	8%	-22%	-12%	-22%	0%	-27	-29%
O=C(NCc1ccco1)C1Cc2c(-c3ccccc3Oc3ccccc3)ccnc2O1 (stereo not given)	.	.	.	3%	.	3	-23%
C[C@H]1CN([C@@H](C)CO)C(=O)CCCn2nncc2CO[C@H]1CN(C)C(=O)Nc1ccc(N2CCCCC2)cc1	.	.	.	2%	.	5	49%[activator]
O=S(=O)(Nc1nc2ccccc2nc1Nc1ccc2c(c1)OCO2)c1ccc(F)cc1	3%	-6%	-8%	7%	-15%	-5	25%
Cc1cc2nc(C3CCCN(C(=S)Nc4ccccc4)C3)[nH]c2cc1C (stereo not given)	-2%	26%	-3%	2%	-4%	-38	-2%
CCOC(=O)c1ccc(NC(=O)CSc2nnc(COc3ccccc3OC)n2CC)cc1	0%	-5%	?	-2%	-12%	-16	12%
CCC1CCc2sc(C(=O)N(C)CC(=O)Nc3cccc(OC)c3)cc2C1 (stereo not given)	.	5%	2%	1%	5%	-18	10%
COc1ccc(-c2cccc(NS(=O)(=O)c3cccc([N+](=O)[O-])c3)c2)nn1	.	-6%	-5%	-3%	-26%	-21	2%
Cc1ccc(Cn2c(=N)n(CC(=O)c3ccc([N+](=O)[O-])cc3)c3ccccc32)cc1	8%	-3%	-11%	-13%	-4%	-92*	-11%
Cc1cccc(-n2cc(-c3ccccc3)[nH]c2=S)c1	-13%	2%	2%	?	-40%	-7	15%
Cc1ccc(OCCC(=O)OCC(=O)Nc2ccc3[nH]c(=O)[nH]c3c2)cc1	.	-27%	?	-3%	-22%	-5	-4%
O=C(NCCN1CCOC1=O)C1CCC(=O)N(CCc2ccc(Cl)cc2)C1 (stereo not given)	1%	85%[activator]	-8%	4%	-2%	6	-4%
Fc1ccc(C2CCCN2Cc2nc(Cc3ccccc3)no2)cc1 (stereo not given)	-1%	0%	0%	0%	18%	-28	6%
Cc1cc(-c2nc3ncccc3o2)ccc1NC(=O)c1ccc(Br)cc1	.	3%	18%	4%	.	2	.
O=C(NCCN1CCOCC1)c1ccc2c(c1)N(Cc1ccccc1F)C(=O)CS2	-4%	-23%	-4%	-1%	19%	-38	-1%
Cc1cc(C)c2nc(SCC(=O)N3CCCCC3)c(C#N)cc2c1	0%	0%	-10%	-10%	-10%	-11	10%

More compounds follow.
SMILES	LmPK inh	Sm TGR inh	AmpC inh detg	Tb PYK inh	AmpC inh no detg	HCMV inh	AMA1-RON2 inh
N#Cc1c(NC(=O)c2cnccn2)sc2c1CCCC2	-8%	-4%	-6%	-6%	-14%	1	40%[activator]
CCN(CC)S(=O)(=O)c1ccc(N2CCOCC2)c(NC(=O)C(C)Oc2ccc(F)cc2)c1 (stereo not given)	.	-4%	10%	3%	87%[activator]	11	16%
CCOc1ccc(NC(=O)CCCc2nnc3n(C)c(=O)c4sccc4n23)cc1	.	0%	1%	-2%	.	-29	.
O=C1OCC2=C1C(c1ccc(F)cc1)CC(=O)N2c1ccc(F)cc1 (stereo not given)	-7%	-18%	2%	.	-22%	.	.
Cc1ccccc1NC(=O)CSc1nnc2ccc(-c3ccncc3)nn12	.	5%	-20%	-8%	-8%	12	3%
CNCC(O)Cn1c2c(c3ccccc31)CCCC2 (stereo not given)	1%	.	3%	-10%	42%	0	-8%
Cc1cc(C(F)(F)F)nn1Cc1n[nH]c(=S)n1-c1ccc(F)cc1	-5%	4%	-6%	?	-22%	-27	57%[activator]
O=C(CN1CCN(Cc2ccccc2)CC1)NCc1ccccc1Cl	-4%	1%	-14%	1%	51%	14	3%
O=c1[nH]nc(-c2ccc(F)cc2)cc1Cc1ccc(F)cc1	1%	1%	2%	3%	-16%	9	9%
COc1ccc2c(c1OC)C(=O)N(c1cccc(C)c1)C2=O	4%	8%	4%	-10%	-5%	-22	-15%
Cc1c(O)ccc(NS(=O)(=O)c2ccccc2)c1C	-2%	-6%	-1%	-2%	-19%	?	10%
COCCNC(=O)C1CCCN(C(=O)c2ccc(F)c(C)c2)CC1 (stereo not given)	.	.	.	-12%	.	3	-17%
CC(=O)Oc1cccc(N2C(=O)C3C(C2=O)C2C=CC3C23CC3)c1 (stereo not given)	-3%	40µM*	?	-25%	-3%	-19	-3%
Cc1ccc(O)c(-c2ccnc3cc(-c4ccc(Cl)cc4)nn23)c1	.	1%	-2%	0%	.	6	.
CCCCc1ccc(-c2csc(/C(C#N)=C\c3ccco3)n2)cc1	-3%	5%	-5%	5%	-33%	-18	-19%
COc1ccc(C(=O)Nc2nncs2)cc1S(=O)(=O)N1CC(c2ccccc2)CC1=O (stereo not given)	6%	0%	-18%	-10%	-18%	16	-3%
COC(=O)c1ccc(NS(=O)(=O)c2ccc3c(c2)n(C)c(=O)n3C)cc1	2%	2%	-11%	-5%	3%	-12	-1%
